Cdc25B block: inhibitors of human Cdc25B phosphatase; P30305; recombinant Cdc25B, OMFP fluorescence Ex485/Em525; inhibition, %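 (compounds tested at 10 µM final in the well)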; 65,000 tested, 0.1% active; in the data active means inhibition above about 50%
CatL inh: blocks human cathepsin L protease activity | purified cathepsin L, fluorogenic substrate, fluorescence | inhibition, %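 (tested at 10 µM)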 | 58,000 tested, 0.17% active; in the data active means inhibition above about 45%;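 further: 0% = enzyme with no compound and 100% = no enzyme blank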
Target sequence (P07711 114-288 limits assumed): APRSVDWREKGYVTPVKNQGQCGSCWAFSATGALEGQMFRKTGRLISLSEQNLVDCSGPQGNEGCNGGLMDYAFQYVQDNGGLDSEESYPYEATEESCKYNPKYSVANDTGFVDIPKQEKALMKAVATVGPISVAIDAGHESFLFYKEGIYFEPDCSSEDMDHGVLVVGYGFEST
Target sequence (P07711 292-333 limits assumed): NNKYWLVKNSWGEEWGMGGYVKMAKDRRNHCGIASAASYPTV
DUSP1 inh: blocks human MKP-1 phosphatase activity. inhibition, %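 (compounds tested at a single concentration somewhere between 10 and 100 µM)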. recombinant MKP-1, OMFP hydrolysis fluorescence. 65,000 tested, 0.15% active. AID 374;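 active means inhibition above about 50%, limit read from the data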;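 further: 0% = DMSO max control wells and 100% = wells with enzyme stopped by NaOH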
C1s inh: blocks human complement C1s protease activity | P09871 | purified C1s, fluorogenic AMC substrate, pooled mixtures | mean inhibition % of two 10-compound mixtures (stronger effect = higher value), % at 5 µM (by protocol) | 62,000 tested, 0.16% active | AID 538;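 active means inhibition above 20% in each of the two 10-compound mixture wells holding the compound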;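 further: 0% = enzyme wells lacking compound mixture and 100% = no-enzyme blank wells; some compounds called inactive have numbers as strong as hits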
Target sequence (P09871 16-437 limits assumed): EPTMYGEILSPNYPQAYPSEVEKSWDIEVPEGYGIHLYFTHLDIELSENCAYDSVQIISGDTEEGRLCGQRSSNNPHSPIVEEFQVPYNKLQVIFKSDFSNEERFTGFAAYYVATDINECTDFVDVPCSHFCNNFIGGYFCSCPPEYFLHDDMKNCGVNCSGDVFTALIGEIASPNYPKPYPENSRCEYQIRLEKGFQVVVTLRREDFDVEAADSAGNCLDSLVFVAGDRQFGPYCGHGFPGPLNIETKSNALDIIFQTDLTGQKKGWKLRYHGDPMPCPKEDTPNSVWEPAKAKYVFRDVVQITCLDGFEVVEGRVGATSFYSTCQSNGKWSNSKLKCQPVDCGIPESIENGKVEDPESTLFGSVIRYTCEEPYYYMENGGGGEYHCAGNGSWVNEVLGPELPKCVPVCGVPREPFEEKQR
Target sequence (P09871 438-688 limits assumed): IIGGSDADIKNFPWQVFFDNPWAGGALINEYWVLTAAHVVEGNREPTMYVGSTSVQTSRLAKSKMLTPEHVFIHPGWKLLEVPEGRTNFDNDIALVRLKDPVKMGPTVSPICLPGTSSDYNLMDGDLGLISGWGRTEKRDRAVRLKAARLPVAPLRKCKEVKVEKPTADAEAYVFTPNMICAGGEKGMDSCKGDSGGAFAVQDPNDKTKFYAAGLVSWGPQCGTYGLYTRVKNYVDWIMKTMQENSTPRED
Cathepsin G inh: cathepsin G (human) inhibition; P08311; purified enzyme, AMC-tetrapeptide fluorescence, pooled mixtures; inhibition, % at 5 µM (by protocol); 62,000 tested, 0.2% active; AID 581;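 active means inhibition above 20% in each of the two mixture wells holding the compound; inactive means inhibition of 20% or less in either well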;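 further: 0% = enzyme control without mixture and 100% = blank lacking enzyme; strong numbers were not always called active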
Hsp90 block: displaces geldanamycin probe from tumor Hsp90 | P07900 | NCI-N417 lysate Hsp90, Cy3B-geldanamycin FP displacement | inhibition, % at 30 µM | 64,000 tested, 0.35% active | AID 429;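 active means inhibition above 50%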;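 further: 0% = tracer plus lysate wells and 100% = tracer alone without lysate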
5HT1a ag: agonists of human 5-HT1a serotonin receptor; P08908; CHO 5-HT1a Ga15 NFAT-bla reporter, FRET ratio; 0% basal, 100% maximal reference agonist; activation, % at 10 µM; 65,000 tested, 0.56% active;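 active means activation above the screen-wide mean activation plus 3 SD, cut at about 19% in these data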;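 further: 0% = DMSO wells and 100% = 5-CT at EC100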
FXIa inh mix: blocks human factor XIa in pooled compound mixtures; AID 680; purified FXIa, fluorogenic substrate; 62,000 tested, 0.19% active; inhibition, % at 5 µM;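 further: each value is inhibition by a whole ten-compound pool holding the compound; 0% = enzyme with no mixture and 100% = wells lacking enzyme; strong numbers were not always called active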
FXIIa mix inh: blocks human factor XIIa in pooled compound mixtures; purified FXIIa, fluorogenic substrate; 62,000 tested, 0.2% active; P00748; inhibition, % at 5 µM;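 further: 0% = enzyme without compound and 100% = no enzyme blank; some results filed as inactive read as strong as hits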
Numbers without * were called inactive; / = not tested or not shown. Unless noted, no stated cut-off is given here; in the data, active means inhibition above about 20% (passing the limit was not always enough); inactive means the rest.

The line under a structure holds: Cdc25B block	CatL inh	DUSP1 inh	C1s inh	Cathepsin G inh	Hsp90 block	5HT1a ag	FXIa inh mix	FXIIa mix inh
1. O=C(OCC(=O)N1CCN(C(=O)c2ccco2)CC1)c1cc(-c2ccccc2)nc2ccccc12
    -13.8	24.5	13.2	-5.5	2.9	-3.3	6.7	3.0	-1.4
2. CCN1CCCC1CNC(=O)c1cc2c(-c3cccc(OC)c3)nn(C)c2s1 (configuration not stated)
    -9.8	-15.7	-0.4	-8.0	6.7	0.9	-1.9	0.9	7.4
3. CC1(C)Cc2ccccc2-c2nnnn21
    -7.6	17.8	7.5	2.6	12.1	-2.1	-3.3	0.4	4.9
4. Cc1oc2ccccc2c1-c1cn2c(n1)SCC2
    2.6	-8.9	11.3	-39.6	-1.4	-6.3	-1.9	1.7	10.8
5. COc1ccccc1C(OC(=O)c1cccs1)C(=O)NCc1ccco1 (configuration not stated)
    6.4	3.4	-9.0	-0.9	8.5	-2.8	-1.1	1.7	-5.3
6. CCn1c(C(=O)N2CCC(C(=O)N3CCN(c4ccccn4)CC3)CC2)cc2sccc21
    -15.0	17.1	13.6	-31.5	-20.1	-1.8	2.6	-3.7	-15.6
7. CCOC(=O)CN1CC23C=CC(O2)C(C(=O)NC2CCCCC2)C3C1=O (configuration not stated)
    30.2	7.2	0.1	-13.3	0.1	-0.6	-3.2	8.4	9.9
8. CC(C)Cn1c(SCC(=O)N2CCN(S(=O)(=O)c3ccccc3)CC2)nc2ccccc21
    -18.9	13.1	42.2	-7.6	8.4	-2.7	3.2	0.5	1.7
9. CCCCC(=O)OCCNC(=O)c1cc2ccccc2oc1=O
    -1.4	15.2	5.9	-0.4	1.4	-0.4	1.0	9.8	3.1
10. O=C(CCC1CCCCC1)Nc1ncn[nH]1
    -16.8	-1.7	-5.7	1.2	11.8	-4.2	-1.4	10.5	9.9
11. CCOC(=O)c1c(N)c(C#N)c2n1CCCCC2
    1.8	-16.5	2.1	6.7	17.1	2.1	-4.9	-0.5	1.8
12. CCOc1ccc2nc(NC(=O)C(CC)Sc3nc(C)cc(=O)[nH]3)sc2c1 (configuration not stated)
    4.5	11.3	33.2	5.3	15.3	0.5	-0.7	8.0	-3.7
13. CCOC(=O)c1c(-c2ccncc2)csc1N
    1.5	7.2	3.3	-2.7	0.5	-6.3	-0.4	2.4	6.4
14. OC12CCCCC1C(c1ccc3c(c1)OCO3)N(Cc1ccc(F)cc1)CC2 (configuration not stated)
    4.7	10.9	-4.6	6.6	0.3	-10.5	0.7	3.9	-5.2
15. CN1CC2(C)CN(C(c3ccccc3)c3ccccc3)CC(C)(C1)C2O (configuration not stated)
    -36.6	-5.3	-17.9	/	/	-2.1	-3.1	/	/
16. Cc1ccc(-n2c(SCC(=O)Nc3nccs3)nc3c(c2=O)SCC3)cc1
    6.3	7.5	16.5	-37.8	-1.3	/	0.9	5.6	7.8
17. CCN(CC)c1ccc(C2C(C(=O)Nc3ccccn3)=C(C)NC3=C2C(=O)CC(C)(C)C3)cc1 (configuration not stated)
    2.3	-54.2	15.4	-1.0	4.7	0.1	-0.1	5.2	2.9
18. Cc1nn(-c2ccccc2)c2c1C(c1ccncc1)C(C#N)=C(N)O2 (configuration not stated)
    -4.1	7.6	-1.4	-15.2	-1.4	-3.5	-1.9	-2.1	-1.0
19. OC1(c2cccc(C(F)(F)F)c2)CCN(c2ccc(-c3ccccc3)nn2)CC1
    0.5	16.1	-12.4	14.0	11.1	-1.3	1.1	9.4	4.5
20. CCOC(=O)c1sc(=NC(=O)c2ccc(OC)c(OC)c2)n(C)c1C
    -3.8	12.9	19.1	-31.1	3.4	-1.4	0.1	-2.7	8.1

Laid out differently: 3 of the compounds above
no.	molecule	Cdc25B block	CatL inh	DUSP1 inh	C1s inh	Cathepsin G inh	Hsp90 block	5HT1a ag	FXIa inh mix	FXIIa mix inh
16	Cc1ccc(-n2c(SCC(=O)Nc3nccs3)nc3c(c2=O)SCC3)cc1	6.3	7.5	16.5	-37.8	-1.3	/	0.9	5.6	7.8
1	O=C(OCC(=O)N1CCN(C(=O)c2ccco2)CC1)c1cc(-c2ccccc2)nc2ccccc12	-13.8	24.5	13.2	-5.5	2.9	-3.3	6.7	3.0	-1.4
15	CN1CC2(C)CN(C(c3ccccc3)c3ccccc3)CC(C)(C1)C2O (configuration not stated)	-36.6	-5.3	-17.9	/	/	-2.1	-3.1	/	/

(list continues)
The line under a structure holds: Cdc25B block	CatL inh	DUSP1 inh	C1s inh	Cathepsin G inh	Hsp90 block	5HT1a ag	FXIa inh mix	FXIIa mix inh
21. Cc1cccc(Nc2ccccc2C(=O)OCC(=O)N2CCOCC2)c1C
    -8.5	-2.6	31.4	-1.9	-1.4	-3.6	-3.5	0.8	-16.0
22. COC(=O)c1ccc2c(c1)nc(C)n2CCO
    -2.0	6.8	-20.9	14.7	-40.6	11.2	-2.7	7.5	-19.9
23. N#Cc1cccc(-c2cn(S(=O)(=O)c3ccc(Cl)cc3)nc2N)c1
    -12.7	7.0	-3.0	13.3	12.4	0.6	-1.6	3.4	2.0
24. C=C(C)c1cccc(C(C)(C)NC(=O)N2CC(C)OC(C)C2)c1 (configuration not stated)
    0.0	5.5	13.2	-1.6	-2.2	-0.1	-0.5	2.4	21.9*
25. O=C(Nc1ccc(N2CCN(C(=O)c3ccco3)CC2)c(Cl)c1)c1c(F)c(F)c(F)c(F)c1F
    -7.7	/	8.6	-12.6	9.3	-2.0	0.1	1.1	-0.9
26. CC(=O)N1CCc2cc(Br)cc(S(=O)(=O)NCC3CCCO3)c21 (configuration not stated)
    -10.3	-11.2	-19.1	-11.4	-13.5	-3.1	0.5	5.7	0.2
27. COc1c(C)cc(Br)cc1C(=O)Nc1ccc(N2CCN(S(C)(=O)=O)CC2)cc1
    -3.8	-4.9	3.9	-3.5	0.0	2.1	-1.2	5.2	-3.1
28. COC(=O)Cn1c(C)c(C(C)=O)c(C(C)=O)c1C
    0.1	/	-7.0	/	/	-1.7	-4.9	/	/
29. CCCOc1ccc(C(=O)Nc2ccc(N3CCN(C(C)=O)CC3)cc2)cc1
    2.4	-2.5	17.1	-1.1	-1.0	11.4	-2.9	3.1	7.6
30. O=C(NCc1ccco1)c1nc2ccccc2s1
    -19.7	1.1	4.4	1.1	-0.8	-13.5	-0.3	9.6	7.1
31. CNC(=O)N(c1ccccc1)c1ccccc1
    -4.3	0.1	-10.2	-12.0	-13.0	-1.9	0.0	-0.1	5.9
32. CCn1nnc(NC(=O)c2cccc(-c3cc4ccccc4oc3=O)c2)n1
    -18.1	-13.3	11.4	-28.4	-7.4	-5.7	1.4	-3.4	-14.6
33. CC1(C)CC(=O)C(C=NCCc2ccc(O)cc2)=C(O)C1
    -8.6	/	6.2	8.3	8.9	0.1	-0.9	2.6	-12.7
34. N#CC1=C(SCc2ccccc2)NC(=O)CC1c1cccc(O)c1 (configuration not stated)
    4.8	2.1	-1.3	-9.1	-7.8	-0.2	-3.0	1.9	0.6
35. COC(=O)c1cc(OC)c(OC)cc1NC(=O)c1cc(C)on1
    -10.2	-3.6	14.9	14.0	10.1	-9.5	-3.9	3.8	-1.2
36. COc1cc(NC(=O)Cn2nnc(-c3ccncc3)n2)cc(OC)c1
    -0.9	8.5	-19.5	5.4	5.8	-1.6	-2.6	-1.9	1.8
37. CN(C)c1nc2ccc(OCCN3CCCCC3)cc2s1
    -5.1	/	6.0	-1.6	9.7	-2.9	-0.8	3.2	2.0
38. COC(=O)c1cccc(C(=O)Nc2ccc(C)cc2Br)n1
    -24.5	-4.3	0.1	-3.0	-2.3	0.1	-1.0	4.2	-7.2
39. CN1CCN(CCCNC(=O)Nc2cccc3ccccc23)CC1
    -3.9	2.0	5.5	-20.0	-6.7	-0.8	-1.3	4.0	-18.1
40. CCOC(=O)c1[nH]c(C)c(C(=O)N2CCc3ccccc32)c1C
    9.1	18.4	3.1	-11.3	0.0	-2.2	-3.1	11.8	3.4
41. C(=N\c1nc2ccccc2n1CCN1CCCCC1)/c1cccs1
    0.3	/	-23.9	12.1	8.8	-5.1	-2.2	6.8	4.9
42. O=c1cc(C(F)F)oc2c1ccc1ccccc12
    3.3	4.1	-8.1	-1.5	5.2	-2.1	-2.7	0.0	-1.8
43. CN(C)c1ccc(C=Nc2cnn(C)c2C(N)=O)cc1
    -7.1	14.0	-10.2	/	/	-7.6	-0.4	/	/
44. Cc1ccc(C)c(N2CCN(C(=O)c3cc4ccccn4n3)CC2)c1
    -8.6	12.6	-1.1	5.5	4.4	-0.9	-1.5	0.1	6.8
45. CCc1[nH]nc2c1C(c1cccnc1)C(C#N)=C(N)O2 (configuration not stated)
    -9.0	18.3	1.1	14.2	9.9	-10.7	-1.6	2.1	2.7
46. CC(=O)c1c(N)n(C)c(=O)n(C)c1=O
    -5.6	9.9	-10.2	-85.6	-1.3	-0.3	-1.2	-4.6	-1.0
47. Cc1occc1-c1nnc(SCC(=O)N2CCOCC2)n1Cc1ccco1
    -2.6	11.9	-12.2	15.9	13.3	1.5	1.7	8.0	4.0
48. COc1ccccc1OCc1nc(Cc2ccc(Cl)cc2)no1
    -15.6	/	-0.5	-23.6	0.2	-5.0	-1.4	5.8	-2.3
49. Cc1ccc(S(=O)(=O)Cc2ccc(C(=O)N3CCN(Cc4ccccc4)CC3)o2)cc1
    -4.5	11.8	6.2	2.1	-1.7	-3.5	0.8	8.5	2.2
50. CCOc1ccc(NC(=O)CSc2n[nH]c(=O)n2-c2ccccc2)cc1
    2.1	-14.4	3.6	-1.8	6.8	-0.2	-1.5	0.5	-0.4
51. COc1ccc(NS(=O)(=O)c2cccc(C(=O)O)c2)cc1
    -8.1	5.5	-1.8	-33.5	4.5	0.2	-1.8	-1.6	2.5
52. COc1ccc(NC(C)=O)cc1NC(=O)CN1CCN(CC(=O)Nc2ccc(Cl)cc2)CC1
    -4.7	9.6	-3.2	-0.7	-0.8	-6.4	-1.2	5.2	1.4
53. CCOC(=O)c1cc(CC)sc1NC(=O)COC
    -18.0	-1.9	1.9	10.1	-0.8	-12.4	-0.5	6.1	1.5
54. CC(C(=O)NCc1ccc2c(c1)OCO2)N(c1ccccc1)S(C)(=O)=O (configuration not stated)
    12.7	4.1	1.8	5.2	2.9	1.0	-3.6	7.8	-1.8
55. O=C(Nc1ccccc1C(=O)NCc1ccccc1)c1ccco1
    4.9	0.3	9.2	9.9	9.2	-2.2	-0.6	6.4	-34.3
56. CC(C)(C)Cc1nc(-c2ccccn2)no1
    0.0	8.1	-8.9	13.3	5.2	-1.8	4.1	4.5	-1.0
57. O=C(N1CCCCC1)C1(c2ccccc2)CCOCC1
    -6.6	-1.3	-9.3	-19.4	-4.0	-1.1	-0.7	4.1	2.4

Screens as filed in PubChem BioAssay.
